From PubChem
NPY1 pot ag: NPY-Y1 receptor potentiators or agonists, primary screen, cell-based | Neuropeptide Y receptor type 1 (Homo sapiens), P25929 | AID 1304, 2008 | NPY-Y1 expressing cells, potentiator/agonist activation | activation, % at 3.6 µM | 0.37% of 220,000 active; in the data active = activation above about 33%, passing the limit was not always enough;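 also: cells stimulated with NPY at EC10 then isoproterenol at EC100; 0% = low agonist plus stimulus and 100% = saturating agonist plus stimulus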
NPY-Y1 antag: NPY-Y1 receptor antagonists, primary screen, cell-based; 1% of 200,000 active; Neuropeptide Y receptor type 1 (Homo sapiens), P25929; HEK293-CNG Y1 cells, membrane potential fluorescence; NPY at EC95, then isoproterenol; inhibition, % at 3.6 µM;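 active = inhibition above the campaign mean inhibition of all tested compounds plus 3 SD, cut at about 20% in these data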;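 also: 0% = DMSO wells given NPY plus isoproterenol and 100% = isoproterenol alone without NPY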
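Assay system: HEK293 Y1/CNG channel cell line; Doses: single compound dose of 3.6 µM, 0.4% DMSO; Timing: dye 3 h, compound 60 min room temperature, stimulation 45 min; Technique: Membrane-potential fluorescent dye readout; Measure: % inhibition of NPY effect.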
zfTRPN1 agonist: zebrafish TRPN1 channel agonists, primary screen, cell-based, HEK293, calcium fluorescence; 0.18% of 220,000 active; AID 1424, 2008; activation, % at 3 µM; HEK293 zebrafish TRPN1-YFP, Fluo-8 calcium fluorescence; 100% = response to 87 µM carbachol;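 active = activation above its plate's cutoff, the mean activation of test wells on that plate plus 3 SD, cut at about 19% in these data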;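 also: 0% = DMSO alone and 100% = 87 µM carbachol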
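System: zebrafish TRPN1-YFP in HEK293 cells / Dosing: 3 µM single point / Timing: dye loading 1 h at 37 °C, then 30 min room temperature / Signal: Fluo-8 calcium fluorescence, excitation 470-495 nm, emission 515-575 nm / Read-out basis: percent activation from peak over basal fluorescence ratio, control-normalized / Control set: high carbachol 87 µM, low DMSO alone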
CHOP inh: inhibitors of CHOP promoter induction, primary screen, cell-based, unfolded protein response, luciferase reporter; AID 2732, 2010; 3.8% of 220,000 active; inhibition, % at 10 µM; CHO-K1 CHOP-promoter luciferase, tunicamycin-induced, 15-18 h;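 active = compounds that reduced the stress-induced luciferase reporter signal by more than about 70% of percent inhibition, limit read from the data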;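 also: 0% = tunicamycin plus vehicle and 100% = wells without tunicamycin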
S1P4 agonist: S1P4 receptor agonists, primary screen, cell-based. Sphingosine 1-phosphate receptor 4 (Homo sapiens), O95977. activation, % at 4.98 µM. 0.35% of 220,000 active. S1P4-expressing cell line, agonist reporter assay; in the data active = activation above about 11%;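 also: 0% = DMSO vehicle and 100% = reference agonist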
Target sequence (O95977 whole entry, looked up): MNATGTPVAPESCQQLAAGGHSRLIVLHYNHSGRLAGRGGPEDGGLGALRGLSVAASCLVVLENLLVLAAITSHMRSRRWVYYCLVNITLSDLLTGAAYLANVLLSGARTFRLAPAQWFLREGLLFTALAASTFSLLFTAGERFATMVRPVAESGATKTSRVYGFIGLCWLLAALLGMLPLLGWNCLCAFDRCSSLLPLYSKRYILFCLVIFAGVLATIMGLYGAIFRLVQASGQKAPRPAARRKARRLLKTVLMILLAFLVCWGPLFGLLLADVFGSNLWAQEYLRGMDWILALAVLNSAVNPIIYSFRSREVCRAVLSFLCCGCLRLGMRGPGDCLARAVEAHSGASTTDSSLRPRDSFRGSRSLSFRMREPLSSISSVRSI
S1P4 antagonist: S1P4 receptor antagonists, primary screen, cell-based; S1P4-expressing cells, antagonist mode, reporter read-out; inhibition, % at 4.98 µM; AID 1510, 2009; 0.26% of 220,000 active; Sphingosine 1-phosphate receptor 4 (Homo sapiens), O95977; in the data active = inhibition above about 29%;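 also: 0% = wells stimulated with agonist and 100% = vehicle wells without agonist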
NPY2 pot ag: NPY-Y2 potentiators or agonists, primary screen, cell-based; Neuropeptide Y receptor type 2 (Homo sapiens), P49146; cells expressing NPY-Y2, potentiator/agonist read-out; activation, % at 3.6 µM; 0.45% of 220,000 active; in the data active = activation above about 27%;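 also: cells stimulated with NPY near EC25 plus isoproterenol at EC100; 0% = vehicle plus submaximal agonist and 100% = vehicle plus saturating agonist; some results beyond the cut were filed as inactive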
EP2 mod: EP2 receptor modulators, cAMP readout, primary screen, cell-based, HTRF cAMP, PGE2 stimulation. induction, % at 25 µM. EP2-expressing cells, cAMP HTRF FRET, PGE2 co-stimulation. 0.83% of 260,000 active. AID 940, 2007;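 active = compounds whose cAMP rise, as percent of the full-agonist control response, exceeds 60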;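 also: rat C6 glioma line stably carrying human EP2 under a CMV promoter; the protocol text gives 20 µM as final concentration; 100% = response of wells given 1 µM PGE2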
Target sequence (P43116 whole entry, looked up): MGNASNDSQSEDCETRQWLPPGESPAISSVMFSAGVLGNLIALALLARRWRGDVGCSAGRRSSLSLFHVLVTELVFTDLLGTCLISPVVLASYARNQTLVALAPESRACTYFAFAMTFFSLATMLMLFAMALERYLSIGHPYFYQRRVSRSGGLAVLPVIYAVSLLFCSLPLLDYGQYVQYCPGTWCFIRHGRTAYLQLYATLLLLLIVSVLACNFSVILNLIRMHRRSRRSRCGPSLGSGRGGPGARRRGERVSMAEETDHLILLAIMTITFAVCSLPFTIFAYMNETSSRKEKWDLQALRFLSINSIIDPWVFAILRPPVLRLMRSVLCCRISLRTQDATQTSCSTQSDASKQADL
TRPML3 agonist: human TRPML3 channel agonists, primary screen, cell-based, HEK293 TRPML3-YFP, Fluo-8 calcium fluorescence, 3 µM; 100% = the carbachol control signal; activation, % at 3 µM; 0.29% of 220,000 active; AID 1448, 2008;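 active = activation above its plate's cutoff, the mean activation of the plate's test wells plus 3 SD, cut at about 12% in these data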;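 also: 0% = DMSO only wells and 100% = carbachol wells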
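Test system: TRPML3-YFP stable HEK293 cells. Doses: single point at 3 µM. Incubation: dye loading 1 h 37 °C then 30 min ambient, 125 s read. Signal: Fluo-8 calcium dye fluorescence, ex 470-495, em 515-575 nm. Measure: percent activation from peak-to-basal fluorescence ratio, scaled between DMSO and carbachol.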
An asterisk follows results filed as active; x = no result given; & = joins results of further samples. The order is random; about 6.5% have a hit in one of these screens.

The opening 2 compounds as a preview:
Sequence of screens – NPY1 pot ag, NPY-Y1 antag, zfTRPN1 agonist, CHOP inh, S1P4 agonist, S1P4 antagonist, NPY2 pot ag, EP2 mod, TRPML3 agonist
1	Cc1cccc(OCc2nnc(SCC(=O)N3CC(=O)Nc4ccccc43)o2)c1
→ -5, -2, -2.4, 4, 0.1, -20, 11, -7, -0.1
2	O=C(O)c1ccc(N/N=C2/CCCc3ccccc32)cc1
→ -19, x, 0.6, -8, -0.9, 11, 2, -8, -0.3

Results, from the start:
Sequence of screens – NPY1 pot ag, NPY-Y1 antag, zfTRPN1 agonist, CHOP inh, S1P4 agonist, S1P4 antagonist, NPY2 pot ag, EP2 mod, TRPML3 agonist
1	Cc1cccc(OCc2nnc(SCC(=O)N3CC(=O)Nc4ccccc43)o2)c1
→ -5, -2, -2.4, 4, 0.1, -20, 11, -7, -0.1
2	O=C(O)c1ccc(N/N=C2/CCCc3ccccc32)cc1
→ -19, x, 0.6, -8, -0.9, 11, 2, -8, -0.3
3	CCOC(=O)N1c2ccccc2C=CC1OCC (configuration not stated)
→ 16, 0, 0.5, 2, 2.7, -7, 19, 19, 1.1
4	Cc1nn(-c2ccc(F)cc2)c(Cl)c1/C=N/NC(=O)c1cccc(S(=O)(=O)N2CCCC2)c1
→ 18, 3, 0.5, -11, 0.2, -14, 7, -10, 0.3
5	Oc1ccc(/C=N/Nc2nc(-c3ccc(Cl)cc3)cc(C(F)(F)F)n2)cc1
→ -7, -5, -1.5, 102*, 0.9, -3, 7, -11, 0.0
6	Cn1ncc([N+](=O)[O-])c1C(=O)N/N=C/c1cccc([N+](=O)[O-])c1
→ 4, 7, -0.6, -6, -0.4, -2, -10, -13, -0.2
7	O=C(NCc1cccs1)C(=O)NCC(c1ccco1)N1CCN(c2ccc(F)cc2)CC1 (configuration not stated)
→ -9, 8, 1.9, 24, 0.6, 7, 0, -15, 1.3
8	c1ccc2c(COn3nnc4ccccc43)cccc2c1
→ -11, 3, -2.3, 43, 0.5, 17, -14, 42, -0.2
9	CSC1=C(C#N)C(c2ccccc2Cl)C(C(C)=O)=C(C)N1 (configuration not stated)
→ 23, -3, -2.0, 3, 2.2, -25, 14, 4, -0.9
10	Cn1cc(CN2CCC[C@H]2CO)c(-c2cccc(Cl)c2)n1
→ 4, 4, -0.4, 21, 0.7, -1, -1, 2, 0.2
11	O=C1/C(=C/c2ccncc2)SC(=S)N1N1CCOCC1
→ 11, x, 0.3, 27, 0.1, -10, 13, -2, 0.4
12	COc1ccc(OCCCC(=O)NCc2ccco2)cc1
→ 29, -5, 0.3, 24, -2.4, 0, -2, -17, -0.3
13	O=C(O)c1ccccc1/C=N/Nc1ccc(S(=O)(=O)N2CCOCC2)cc1[N+](=O)[O-]
→ -13, x, 2.3, -2, 1.6, -12, 1, 8, 0.6
14	COC(=O)COc1cccc(NC(=O)c2cccc(C)c2)c1
→ -12, 5, 0.3, -11, 1.7, -3, -6, 4, 0.8
15	CCSc1c(-c2ccccc2)nc2c(C)cccc2c1C(=O)O
→ 6, 10, 0.2, 2, -2.6, -17, 3, 7, 0.6
16	O=C(N/C(=C\c1ccc(Br)cc1)c1nc2ccccc2[nH]1)c1ccco1
→ 0, -1, -0.1, -13, 0.7, -2, -21, 9, 0.8
17	CCOc1ccc(NC(=O)N2CCC(C(N)=O)(N3CCCCC3)CC2)cc1
→ 12, 4, -1.7, 18, 1.4, -2, -8, 15, -0.7
18	Cn1c(=O)oc2cc(S(=O)(=O)NCCc3ccccc3)ccc21
→ -9, 5, 1.1, 2, 1.8, -24, -14, 16, 0.4
19	Cn1ccnc1SCC(=O)Nc1ccc2nc(SCC(=O)NC3CC3)sc2c1
→ -8, 4, 0.7, -22, 0.5, -10, -10, -15, 0.6
20	CNS(=O)(=O)c1cc(OC)c(OC)cc1CC(=O)OC
→ -1, -1, 1.8, -5, -3.2, 0, 5, 12, 0.2
21	CC1CCCCN1C(=O)/C(=C\c1ccccc1)c1ccccc1 (configuration not stated)
→ 2, 3, -1.2, 88*, -0.8, -16, -20, 69*, -0.8
22	O=C(O)CNS(=O)(=O)c1cccc2nsnc12
→ -2, 1, -0.9, 22, -4.2, -23, 1, 14, 0.5
23	Cc1ccnc2nc(C(=O)NCc3ccccc3)nn12
→ 10, -1, 0.1, 4, -0.8, -16, 8, 14, 1.1
24	CCOc1ccc(CCN2CN(C3CCCCC3)CNC2=S)cc1OCC
→ -6, x, -2.4, 9, -0.9, 1, -7, 41, -0.1
25	O=C(O)CC(Cc1ccccc1)c1ccc2c(c1)OCO2 (configuration not stated)
→ -21, 23*, 0.8, -4, 1.0, -9, -28, 14, 0.1
26	CC(=O)Nc1ccc(NC(=O)CSc2ccc(-c3cccs3)nn2)cc1
→ -14, -3, -0.4, 10, 1.1, -10, -7, -10, 0.2
27	O=C(COc1ccc(C(=O)c2ccccc2)cc1)NCC1CCCCC1
→ 8, 18, 0.8, -18, -0.3, -2, -8, -16, 1.6
28	COc1ccc(CCN2C(=O)CC(NNC(=O)c3ccccc3Br)C2=O)cc1OC (configuration not stated)
→ -8, 1, 0.6, 4, -2.2, -4, 6, 17, 0.0
29	CSc1ccccc1NC(=S)Nc1cc(C)cc(C)c1
→ -10, 4, 0.5, 7, -0.9, -7, -4, -3, 0.7
30	CC(=O)Nc1ccc(NC(=O)CN(C)CCC#N)cc1
→ 22, -10, 0.0, 5, 0.6, -4, 0, 1, 0.9

Four structures already listed, sorted by formula weight, ascending.
Sequence of screens – NPY1 pot ag, NPY-Y1 antag, zfTRPN1 agonist, CHOP inh, S1P4 agonist, S1P4 antagonist, NPY2 pot ag, EP2 mod, TRPML3 agonist
3	CCOC(=O)N1c2ccccc2C=CC1OCC (configuration not stated)
→ 16, 0, 0.5, 2, 2.7, -7, 19, 19, 1.1
14	COC(=O)COc1cccc(NC(=O)c2cccc(C)c2)c1
→ -12, 5, 0.3, -11, 1.7, -3, -6, 4, 0.8
9	CSC1=C(C#N)C(c2ccccc2Cl)C(C(C)=O)=C(C)N1 (configuration not stated)
→ 23, -3, -2.0, 3, 2.2, -25, 14, 4, -0.9
16	O=C(N/C(=C\c1ccc(Br)cc1)c1nc2ccccc2[nH]1)c1ccco1
→ 0, -1, -0.1, -13, 0.7, -2, -21, 9, 0.8

Later entries.
Sequence of screens – NPY1 pot ag, NPY-Y1 antag, zfTRPN1 agonist, CHOP inh, S1P4 agonist, S1P4 antagonist, NPY2 pot ag, EP2 mod, TRPML3 agonist
31	CC(=O)Nc1ccccc1NC(=O)c1ccc(C)cc1C
→ 14, -3, -0.3, 13, 1.3, -6, -2, 1, 0.6
32	CC1(C)C(=O)NCCN1C(=O)CCC(=O)O
→ -12, 0, 1.6, 3, 1.5, -3, -10, -28&10, 0.5
33	Cc1nc(NC(=O)C2CC2)sc1C(=O)NC1CCCCC1
→ 13, 11, 2.1, -13, -0.1, -4, 8, -4, 0.0
34	O=C(N/C(=C/c1ccccc1Cl)C(=O)N1CCCC1)c1ccccc1
→ -10, 4, 1.1, -3, 11, -1, 1, 24, -0.3
35	O=C(c1ccccc1Sc1c(Cl)cccc1[N+](=O)[O-])N1CCOCC1
→ -6, 8, -1.3, 28, 0.9, -17, 6, -51, 0.3
36	Cc1cccc(N2C(=O)C(Cc3ccccc3)NC2=S)c1 (configuration not stated)
→ -16, -4, -0.4, 6, -0.7, 6, 7, 17, -0.2
37	CNc1nc(OCCNC(=O)Nc2ccccc2)nc(N2CCOCC2)n1
→ -15, 4, -0.3, 2, 1.1, -11, 8, 33, 1.4
38	c1ccc(C2=Nn3c(nnc3-c3cccnc3)SC2)cc1
→ 10, -11, 0.4, 10, -1.3, -13, 13, 34, 0.6
39	O=C(O)CCCC(=O)N1CCC(C(O)(c2ccccc2)c2ccccc2)CC1
→ 7, 5, 1.1, -10, 1.5, -26, 1, 5, -0.2
40	CC(C)C(=O)NC(=S)Nc1ccc(S(=O)(=O)NC(C)(C)C)cc1
→ 20, -4, 6.0, 31, -0.2, 0, -1, -40, 4.1
41	N=C1c2ccccc2CN1NC(=O)c1cccc(S(=O)(=O)N2CCCC2)c1
→ -4, 3, -0.2, 4, 1.2, -7, -2, -7, 0.6
42	COc1cc(NC(=O)CSc2c3c(nc4ccccc24)CCC3)cc(OC)c1OC
→ 7, -3, -1.5, 10, -1.0, 9, 1, -1, -0.6
43	COc1ccc(CC(=O)Nc2nc3ccccc3s2)cc1S(=O)(=O)N1CCOCC1
→ -24, -2, 3.8, 8, -0.1, 9, 12, -36, 1.0
44	C=CCn1c(SCc2cc(=O)n3ccsc3n2)nnc1C1CCCCC1
→ -47, 1, 0.0, -1, 2.6, 14, -9, 12, 0.1
45	O=S(=O)(Nc1cccnc1)c1ccc2c(c1)OCCO2
→ 8, 2, 1.5, 13, -0.2, -2, 2, 0, 0.2
46	COc1cccc(OCCCN2CCN(S(=O)(=O)c3ccc(NC(C)=O)cc3)CC2)c1
→ 20, 1, 4.3, 11, 0.7, 6, 14, -36, 1.8
47	COC(=O)Nc1sc2c(c1C(N)=O)CCC(C)C2 (configuration not stated)
→ 12, -2, -0.2, 25, 0.9, -17, -10, -20, 0.7
48	O=C(CN1CCc2ccccc2C1)Nc1cccc(S(=O)(=O)N2CCCC2)c1
→ -8, 8, 0.7, 16, 0.4, -6, 6, -22, -0.8
